High-throughput results as filed in PubChem BioAssay.
PP1 inh = PP1-alpha phosphatase inhibitors, primary screen, counter-screen for PP5 inhibitor project, biochemical, fluorescence, OMFP substrate, single point; Serine/threonine-protein phosphatase PP1-alpha catalytic subunit (Homo sapiens), P62136; purified PP1alpha; inhibition, % at 6.7 µM; hit rate 0.9% among 320,000; AID 2235, 2010;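 active = inhibition above the mean inhibition of all tested compounds plus 3 SD, computed separately for each screening campaign, cut at about 15% in these data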
Target sequence (P62136 whole entry, looked up): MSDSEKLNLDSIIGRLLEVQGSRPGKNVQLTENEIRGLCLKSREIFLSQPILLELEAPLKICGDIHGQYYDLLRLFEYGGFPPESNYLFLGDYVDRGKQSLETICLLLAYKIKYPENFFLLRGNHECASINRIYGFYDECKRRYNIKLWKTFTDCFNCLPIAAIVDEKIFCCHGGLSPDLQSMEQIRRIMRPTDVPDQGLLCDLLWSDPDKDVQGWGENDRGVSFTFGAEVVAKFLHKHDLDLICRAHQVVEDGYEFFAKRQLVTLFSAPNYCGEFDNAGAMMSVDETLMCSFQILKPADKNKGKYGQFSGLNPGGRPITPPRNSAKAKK
Fh CTSL1 inh = Fasciola hepatica cathepsin L1 inhibitors, primary screen, counter-screen for PFM18AAP inhibitor project, biochemical, QFRET, fluorogenic peptide substrate | inhibition, % at 5.96 µM | hit rate 0.49% among 300,000 | recombinant F. hepatica cathepsin L1, Z-Leu-Arg-MCA fluorescence | AID 1906, 2009;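 active = inhibition above the mean of all tested compounds plus 3 SD, set per screening campaign, cut at about 17% in these data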;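 note: 0% = plate median of test compound wells and 100% = 1 µM Z-Phe-Ala-diazomethylketone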
PP5 primary = PP5 phosphatase inhibitors, primary screen, biochemical, fluorescence. Serine/threonine-protein phosphatase 5 (Homo sapiens), P53041. purified PP5c, OMFP substrate fluorescence. inhibition, % at 6.7 µM. hit rate 0.18% among 320,000;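 active = inhibition above the campaign's mean inhibition across all tested compounds plus 3 SD, cut at about 9.5% in these data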;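 note: 0% = DMSO only and 100% = 100 µM cantharidin control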
Efflux pump inh = inhibitors of Candida efflux pumps in yeast, primary screen, S. cerevisiae, Nile Red, multiplex; AID 485275, 2010; S. cerevisiae Candida pump triplex; inhibition, % at 10 µM; hit rate 0.44% among 330,000;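 active = plate passing quality check with inhibition over a set limit, or well fluorescence over plate mean plus 4 SD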;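 note: Nile Red retained in pooled yeast measured as flow cytometry median fluorescence; 0% = buffer negative control and 100% = Enniatin B positive control; higher means more Nile Red kept so more efflux inhibition; some compounds called inactive have numbers as strong as hits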
procasp3 activ = activators of human procaspase-3 D3A mutant, primary screen, biochemical, absorbance, PC-3 D3A mutant, single concentration | Caspase-3 (Homo sapiens), P42574 | recombinant procaspase-3 D3A, Ac-DEVD-pNA absorbance 405 nm | activation, % at 8.5 µM | hit rate 0.11% among 330,000 | AID 463141, 2010;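 active = activation above the mean of all tested compounds plus 3 SD, cut at about 21% in these data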;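 note: 0% = DMSO alone and 100% = DMSO wells spiked with extra 5 µM PC-3 D3A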
Target sequence (P42574 whole entry D9A/D28A/D175A): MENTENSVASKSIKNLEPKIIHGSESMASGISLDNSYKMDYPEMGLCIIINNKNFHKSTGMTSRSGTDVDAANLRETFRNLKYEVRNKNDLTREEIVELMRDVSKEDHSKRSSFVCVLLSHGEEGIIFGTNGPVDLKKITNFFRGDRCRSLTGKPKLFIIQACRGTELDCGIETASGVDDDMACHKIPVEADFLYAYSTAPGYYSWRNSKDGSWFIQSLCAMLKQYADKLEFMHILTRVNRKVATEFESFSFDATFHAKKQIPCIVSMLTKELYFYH
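material = Procaspase-3 D3A mutant | probe or stimulus = Ac-DEVD-pNA | compound = single dose, 8.5 µM nominal compound, 0.8% DMSO | timing = 1 h preincubation, 2 h reaction | measured by = 405 nm absorbance of p-nitroaniline, reads at 0 and 120 min | benchmarks = DMSO-only low control, 5 µM PC-3 D3A high control | repeats = singlicate, each compound tested once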
TPT1 inh = Candida albicans TPT1 enzyme inhibitors, primary screen, biochemical, fluorescence polarization; hit rate 0.81% among 300,000; AID 1962, 2009; inhibition, % at 5 µM; recombinant caTPT1, FP RNA substrate dephosphorylation; tRNA 2'-phosphotransferase TPT1 (Candida albicans SC5314);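 active = inhibition above the mean of all tested compounds plus 3 SD, set per screening campaign, cut at about 24% in these data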;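 note: plate controls were DMSO alone for no effect and ferristatin control at 100 nM for full effect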
core dimer inh = inhibitors of HCV core protein dimerization, primary screen, biochemical, TR-FRET, high-throughput | TR-FRET GST/Flag-core106 dimerization, 1536-well | inhibition, % at 5 µM | hit rate 0.33% among 300,000;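 active = inhibition above the mean of all tested compounds plus 3 SD, set per screening campaign, cut at about 45% in these data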
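Material: Tagged HCV core106 pair (GST and Flag) | Amount: GST-core106 13.5 nM, Flag-core106 17 nM | Medium: KF-containing HEPES buffer, pH 7.45, DTT, CHAPS, BSA | Reagent: Eu donor and XL665 acceptor anti-tag antibodies | Schedule: 4 h at 22.5 °C | Technique: Time-resolved FRET, ex 340 nm, em 617 and 671 nm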
JMJD2C inh = inhibitors of GASC-1 histone demethylase, primary screen, biochemical, fluorescence, DELFIA europium; Lysine-specific demethylase 4C (Homo sapiens), Q9H3R0; GST-JMJD2C(1-420) H3K9me3 demethylation; inhibition, % at 2.35 µM; hit rate 0.069% among 330,000;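 active = more than half of a compound's replicate wells show inhibition beyond 50%, single wells judged on their own value; inconclusive = some, but no more than half, of replicates pass 50% inhibition; inactive = no replicate passes 50% inhibition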;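 note: signal counts dimethyl H3K9 product captured on neutravidin plate; 0% = median of DMSO wells and 100% = 0.3 times that DMSO median; strong numbers were not always called active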
Target sequence (Q9H3R0 1-420 limits assumed): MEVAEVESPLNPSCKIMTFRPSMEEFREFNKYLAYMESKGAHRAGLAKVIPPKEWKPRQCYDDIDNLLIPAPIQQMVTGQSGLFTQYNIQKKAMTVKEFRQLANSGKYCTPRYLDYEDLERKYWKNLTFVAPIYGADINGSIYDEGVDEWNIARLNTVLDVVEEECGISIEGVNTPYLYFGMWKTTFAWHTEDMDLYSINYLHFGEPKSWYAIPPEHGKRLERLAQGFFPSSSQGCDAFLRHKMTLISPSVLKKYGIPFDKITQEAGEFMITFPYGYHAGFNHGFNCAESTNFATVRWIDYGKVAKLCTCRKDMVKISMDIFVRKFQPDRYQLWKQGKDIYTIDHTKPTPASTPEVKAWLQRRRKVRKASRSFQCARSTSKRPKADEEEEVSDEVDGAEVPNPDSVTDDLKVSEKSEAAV
proCasp7 act = procaspase-7 activators, primary screen, counter-screen for procaspase-3 activator project, biochemical, absorbance, HTS, human; Caspase-7 (Homo sapiens), P55210; recombinant procaspase-7, Ac-DEVD-pNA absorbance 405 nm; D23A/D198A/D206A triple mutant, cannot self-cleave; scale: DMSO 0, 5 µM enzyme 100; activation, % at 8.5 µM; hit rate 0.093% among 330,000; AID 463210, 2010;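 active = percent activation above the screen-wide mean plus 3 SD, cut at about 25% in these data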
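Assay system – Uncleavable procaspase-7 mutant enzyme · Quantity – 2 µM procaspase-7 mutant as dispensed · Times – 1 h preincubation, 2 h reaction · Dosing – single nominal 8.5 µM compound dose, 0.8% DMSO final · Buffer or medium – Zinc-free 50 mM HEPES buffer, pH 7.4, with NaCl and Triton X-100 · Detection – Epi-absorbance of released pNA at 405 nm, two timepoints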
The depositor's hits bear a star; u = inconclusive; x = no result given.

SMILES | PP1 inh | Fh CTSL1 inh | PP5 primary | Efflux pump inh | procasp3 activ | TPT1 inh | core dimer inh | JMJD2C inh | proCasp7 act
COCCN(CCOC)C(=O)c1cc2c(=O)n3ccccc3nc2s1 | -4 | 0 | -1.6 | 0.0 | -1 | -3 | 0 | -9 | 1
COc1cccc(C(=O)CSc2nnc(-c3cc(OC)c(OC)c(OC)c3)o2)c1 | -2 | -1 | 0.5 | 0.0 | -2 | -2 | 5 | x | -7
COc1cccc(CNC(=O)C23CN(Cc4ccccc4)CC2C(c2ccc([N+](=O)[O-])cc2)=NO3)c1 (configuration not stated) | 8 | -4 | 2.7 | x | -4 | -1 | 2 | -4 | -8
COC(=O)c1cccc(Cn2c(Cl)c(/C=N/Nc3ccccc3C)sc2=O)c1 | 5 | 0 | 0.8 | -0.5 | -29 | 29* | 1 | 8 | -22
CCO[C@H]1OC(C(=O)N2CCOCC2)=C[C@@H](c2cn(C(C)=O)c3ccccc23)[C@@H]1CCCO | -5 | -1 | 1.7 | -0.1 | -3 | -2 | -4 | 1 | 0
Cc1ccc(-n2c(SCC(=O)OC(C)C)nnc2-c2ccco2)cc1 | 1 | -1 | -0.7 | -0.3 | -3 | 3 | 0 | 3 | 1
COCCn1c(SCC(=O)Nc2cccc(S(N)(=O)=O)c2)nc2ccccc21 | 3 | 3 | -2.1 | 0.0 | 2 | -2 | -1 | 8 | 8
C/C(CC(=O)C(F)(F)F)=N\NC(=O)/C(C#N)=C/N(C)C | -3 | 0 | 2.1 | 0.1 | 7 | 1 | -1 | 1 | -7
O=C(CSc1ccc2ccccc2c1)Nc1ccc(S(=O)(=O)Nc2nccs2)cc1 | 1 | 4 | 2.1 | -0.1 | 8 | 5 | 27 | -29 | 2
COc1ccc(/C=C/C(=O)OCC(=O)Nc2ccc(N3CCOCC3)cc2)cc1 | -3 | -3 | -4.1 | 0.0 | -2 | 4 | -2 | -3 | -2
CC1CCCCC12NC(=O)N(CC(=O)OCC(=O)NC(=O)c1ccccc1)C2=O (configuration not stated) | 2 | x | 0.7 | 0.0 | -5 | x | x | -8 | -8
O=C(Nc1cccnc1)C1CC(=O)N(c2ccc(F)cc2)C1 (configuration not stated) | 4 | -2 | 2.3 | 0.3 | 0 | 0 | 6 | -4 | 3

As entered above.
Entry of COCCN(CCOC)C(=O)c1cc2c(=O)n3ccccc3nc2s1 under procasp3 activ: -1
Entry of COCCn1c(SCC(=O)Nc2cccc(S(N)(=O)=O)c2)nc2ccccc21 under proCasp7 act: 8

More records
SMILES | PP1 inh | Fh CTSL1 inh | PP5 primary | Efflux pump inh | procasp3 activ | TPT1 inh | core dimer inh | JMJD2C inh | proCasp7 act
CC(=O)Nc1ccc(-c2nnc(SCC(=O)c3ccc4c(c3)Cc3ccccc3-4)n2C)cc1 | 9 | 0 | -1.6 | 0.2 | 1 | 3 | -1 | 17 | -8
O=C(NCCCNC(=O)c1cccnc1)c1ccc(Cl)cc1 | 0 | -1 | 2.5 | -0.1 | -1 | -2 | -5 | -1 | 7
COc1ccc(CCNC(=O)CN2C(=O)NC(Cc3c[nH]c4ccccc34)C2=O)cc1 (configuration not stated) | -4 | -5 | 2.3 | 0.1 | 2 | -1 | 0 | -5 | 3
CCCC(C)C(=O)Nc1nc(C)c(-c2csc(Nc3ccccc3OC)n2)s1 (configuration not stated) | 1 | 5 | 3.7 | -0.1 | -14 | 1 | 3 | -1 | -20
Cc1ccc(S(=O)(=O)N2CCC(=O)N(C(COCc3cccc(C)c3)Cc3ccccc3)CC2)cc1 (configuration not stated) | 7 | -1 | 2.2 | 0.1 | 0 | 3 | -2 | 77 | -9
CCCC(C)NNC(=O)c1cc2ccccc2[nH]1 (configuration not stated) | 3 | 0 | 5.0 | 0.0 | 0 | 1 | -4 | 1 | 8
CCN(CC(=O)Nc1ccc(NC(C)=O)cc1)C(=O)c1ccc(C(=O)c2ccccc2)cc1 | 1 | x | 3.9 | 0.1 | 6 | x | x | 7 | -4
Cc1csc(NC(C)c2nc3cc(Cl)c(N4CCCCC4)cc3n2CCOCCO)n1 (configuration not stated) | -2 | -5 | 3.2 | -0.2 | -1 | 1 | 1 | 1 | -8
Cc1ccc(N2C(=O)CC(n3ccnc3)C2=O)cc1C (configuration not stated) | -1 | 0 | -2.7 | -0.2 | -1 | 1 | -7 | -5 | 5
CN(C)S(=O)(=O)c1ccc(C(=O)OCc2nnc(-c3ccccc3)o2)cc1 | 4 | -4 | 0.0 | 0.1 | -4 | -2 | -1 | -2 | 1
COc1cc2ccccc2cc1C(=O)NC(=S)Nc1cccc(C(=O)O)c1C | 0 | -5 | -1.6 | -0.1 | 2 | -3 | 6 | -1 | 6
N=C(N)SCP(=O)(c1ccccc1)c1ccccc1 | 2 | 7 | 3.0 | -0.2 | 5 | -3 | 11 | 13 | 0
COCCn1c(SCC(=O)NC(=O)NC2CCCCC2)nc2ccccc2c1=O | x | x | x | -0.1 | 6 | x | x | -3 | 13
CCOC(=O)NC(=O)/C(C#N)=C\Nc1ccc(Cl)cc1Cl | -4 | -1 | -0.6 | -0.1 | 2 | 0 | 1 | 4 | 6
CCOC(=O)N1CCC(N2Cc3cccc(C(=O)N4CC(C)CC(C)C4)c3C2=O)CC1 (configuration not stated) | -1 | -1 | 0.4 | -0.1 | -3 | -1 | -10 | -1 | -3
CCN(CC(=O)Nc1ccc(NC(C)=O)cc1)C(=O)C1COc2ccccc2O1 (configuration not stated) | 1 | -1 | 2.2 | 0.9 | 6 | 1 | -3 | -2 | 3
CCCCC(=O)N1CCCC(c2nc3c(nnn3Cc3cc(C)ccc3C)c(=O)[nH]2)C1 (configuration not stated) | 4 | 3 | -1.8 | -0.1 | 8 | -2 | 8 | -15 | 0
NCc1cccc(CNc2ccc([N+](=O)[O-])cc2C(N)=O)c1 | -3 | 1 | -0.1 | -0.1 | -16 | -1 | 8 | 0 | 10
Cc1noc(NS(=O)(=O)c2ccc(N/C=C/C(=O)c3ccc4c(c3)OCO4)cc2)c1C | 4 | 7 | 3.0 | 0.0 | -10 | 0 | 2 | 8 | -14
CCCCn1c(N)c(N(CCC(C)C)C(=O)CC2CCCCC2)c(=O)[nH]c1=O | -6 | 2 | -0.3 | 0.0 | 6 | -1 | 1 | 4 | 4
O=C(Nc1ccc(Cl)cc1)Nc1ccccc1NS(=O)(=O)c1cccs1 | 0 | 0 | 3.6 | -0.1 | 0 | -1 | 2 | 2 | -11
Cc1ccc(-n2c(SCC(=O)Nc3cccc(S(=O)(=O)NC4=NCCCCC4)c3)nc3ccccc3c2=O)cc1C | 10 | 1 | 2.2 | 0.0 | 7 | 1 | 35 | -3 | -2
O=C(NC(=S)Nc1ccccc1[N+](=O)[O-])c1ccco1 | -3 | 6 | 1.0 | 0.1 | -12 | 0 | 2 | 3 | -18
COc1cc(C2c3cc4c(cc3C(OC3OC5COC(c6cccs6)OC5C(O)C3O)C3COC(=O)C23)OCO4)cc(OC)c1O (configuration not stated) | 1 | -1 | 1.3 | 0.0 | 2 | -1 | 3 | 0 | 0
COc1cc2[nH]c(=O)n(Cc3ccc(C(=O)NCC4CCCO4)cc3)c(=O)c2cc1OC (configuration not stated) | -1 | 1 | 1.3 | -0.1 | 5 | -4 | -2 | 5 | 6
Cn1cc(CN2CCC(C(O)CCc3ccccc3)CC2)c(-c2ccccc2F)n1 (configuration not stated) | -3 | -1 | 0.8 | -0.1 | 4 | 2 | 1 | -1 | 11
COc1ccc(-n2nccc2-c2nn(-c3cccc(OC)c3)c(=O)n(C)c2=O)cc1 | -2 | 5 | 0.3 | 0.0 | 2 | -4 | 2 | -8 | 3
CCOC(=O)N1CCN(c2c(NCc3ccc(N(C)C)cc3)c(=O)c2=O)CC1 | -2 | 7 | 3.0 | -0.4 | -1 | -3 | -10 | 0 | -8
O=C(Nc1ncccc1Cl)C1COc2ccccc2O1 (configuration not stated) | -2 | 0 | -1.0 | 0.0 | 2 | 2 | -1 | 7 | -9
COc1cc(/C=C/C(=O)OCC(=O)NCCc2ccccc2)ccc1OC(F)F | -8 | -5 | 2.4 | -0.1 | -8 | 2 | -2 | 1 | -4
Cc1ccc(C(=O)N/N=C\c2cccn2C)cn1 | -4 | 2 | -0.2 | 0.0 | 6 | 0 | -4 | u | -2
O=C(NCC(c1ccccc1Cl)N1CCCC1)C1CCN(C(=O)Nc2ccccc2)CC1 (configuration not stated) | 0 | x | 0.9 | -0.1 | 5 | x | x | -7 | -1
O=C1C(Cl)=C(N2CCCC2)C(=O)N1c1ccc(F)cc1 | -3 | 29* | -0.2 | 0.1 | -18 | 3 | 3 | 7 | -10
C=CCn1c2ccccc2c2nnc(SCC(=O)NC(C(=O)OC)C(C)C)nc21 (configuration not stated) | 5 | 0 | 1.2 | 0.0 | 5 | 1 | 4 | -18 | -3
COc1cc(Cl)ccc1NC(=S)N(CCCN1CCOCC1)Cc1cn(C)c2ccccc12 | 3 | 5 | 1.9 | 0.0 | -8 | -1 | -3 | -9 | -23
COc1ccc(NC(=O)C2CCCN2S(=O)(=O)c2ccc3c(c2)CCC(=O)N3)cc1 (configuration not stated) | -6 | -4 | 0.5 | 0.0 | 6 | -4 | -3 | 1 | 12
O=C(CN1CCN(c2ccccc2F)CC1)c1ccc2cc[nH]c2c1 | -2 | 7 | -0.2 | 0.1 | 6 | -3 | 22 | -7 | 2

An excerpt from above in order of their number in TPT1 inh, falling:
SMILES | TPT1 inh
O=C1C(Cl)=C(N2CCCC2)C(=O)N1c1ccc(F)cc1 | 3
Cn1cc(CN2CCC(C(O)CCc3ccccc3)CC2)c(-c2ccccc2F)n1 (configuration not stated) | 2
COc1ccc(-n2nccc2-c2nn(-c3cccc(OC)c3)c(=O)n(C)c2=O)cc1 | -4
